# M1 PAM: human M1 muscarinic receptor positive allosteric modulators, primary screen, CHO-K1 cells, Fluo-8 calcium fluorescence, 1536-well | Muscarinic acetylcholine receptor M1 (Homo sapiens), P11229 | CHO-K1 hM1, ACh EC20; 0% = ACh EC20, 100% = maximal ACh | activation, % at 3 µM | 0.088% of 360,000 active | AID 588819, 2011; in the data active = activation above about 19%, passing the limit was not always enough
# Target sequence (P11229 whole entry, looked up): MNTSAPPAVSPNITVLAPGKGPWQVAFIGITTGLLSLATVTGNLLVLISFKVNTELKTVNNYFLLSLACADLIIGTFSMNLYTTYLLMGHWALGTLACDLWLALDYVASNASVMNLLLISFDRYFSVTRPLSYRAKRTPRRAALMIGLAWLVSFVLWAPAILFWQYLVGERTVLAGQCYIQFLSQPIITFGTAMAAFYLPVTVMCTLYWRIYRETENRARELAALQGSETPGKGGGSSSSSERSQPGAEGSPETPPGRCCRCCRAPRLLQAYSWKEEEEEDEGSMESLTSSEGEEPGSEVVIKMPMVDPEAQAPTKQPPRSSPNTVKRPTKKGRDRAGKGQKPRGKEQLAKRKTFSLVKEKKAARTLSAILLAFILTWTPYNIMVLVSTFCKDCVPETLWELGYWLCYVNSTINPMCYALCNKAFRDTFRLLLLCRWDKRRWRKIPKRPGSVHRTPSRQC
# M1 ag: human M1 muscarinic receptor agonists, primary screen, Fluo-8 calcium fluorescence, CHO-K1 cells, HTS; activation, % at 3 µM; 0.33% of 360,000 active; CHO-K1 hM1, agonist mode; 0% DMSO, 100% acetylcholine EC100; AID 588814, 2011;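 active = activation above the run's mean compound activation plus 3 SD, cut at about 16% in these data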;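 also: peak over basal fluorescence ratio within a 140 s kinetic read after compound addition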
# CHO-K1 Ca antag: M1 antagonist counterscreen hit in parental CHO-K1 cells | ATP-induced calcium, Fluo-8 fluorescence | inhibition, % at 3 µM | 0.6% of 360,000 active | AID 602250;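 active = inhibition above a per-plate cutoff, the plate's mean sample inhibition plus 3 SD, cut at about 24% in these data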;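 also: 0% = DMSO plus EC80 ATP and 100% = DMSO alone without ATP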
# CHRM1 antagonist: human M1 muscarinic receptor antagonists, primary screen, CHO-K1 cells, Fluo-8 calcium fluorescence, 1536-well; Muscarinic acetylcholine receptor M1 (Homo sapiens), P11229; CHO-K1 hM1, ACh EC80 antagonist; inhibition, % at 3 µM; 1.3% of 360,000 active;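 active = percent inhibition above its own plate's cutoff, namely the mean of that plate's compound wells plus 3 SD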;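 also: peak over basal fluorescence ratio during 140 s after agonist addition; 0% = ACh EC80 plus DMSO and 100% = DMSO alone without agonist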
# TAAR1 ag: human TAAR1 agonists, primary screen, Fluo-8 calcium fluorescence, CHO RD-HGA16 cells | Trace amine-associated receptor 1 (Homo sapiens), Q96RJ0 | vehicle wells 0%, saturating PEA agonist 100% | activation, % at 3 µM | 0.99% of 360,000 active;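 active = activation above the mean activation of all test compounds in the run plus 3 SD, cut at about 38% in these data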
# Target sequence (Q96RJ0 whole entry, looked up): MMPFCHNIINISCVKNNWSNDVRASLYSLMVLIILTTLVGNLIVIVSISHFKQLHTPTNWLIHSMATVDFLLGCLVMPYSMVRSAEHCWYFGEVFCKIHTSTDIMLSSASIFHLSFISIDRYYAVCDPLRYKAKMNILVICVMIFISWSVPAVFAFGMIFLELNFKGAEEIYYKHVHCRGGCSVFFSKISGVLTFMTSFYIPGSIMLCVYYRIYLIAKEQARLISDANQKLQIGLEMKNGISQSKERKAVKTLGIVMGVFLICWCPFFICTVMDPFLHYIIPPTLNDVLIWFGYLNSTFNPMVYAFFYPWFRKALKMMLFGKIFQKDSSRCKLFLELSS
#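 Test system: RD-HGA16 (CHO) cells co-expressing Gα16 and hTAAR1 / Benchmarks: DMSO vehicle as 0%, PEA at EC100 as 100% / Repeats: no replicates (n 1) / Measure: % activation from peak over basal fluorescence ratio, DMSO-to-PEA scaled / Timing: 17-24 h plating, Fluo-8 75 min 37 °C, 30 min RT / Technique: kinetic Fluo-8 calcium fluorescence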
# M1 ag parental: counter-screen for M1 agonists: effect in parental CHO-K1 cells; 0.48% of 360,000 active; Fluo-8 calcium fluorescence; scaled to maximal ATP response, vehicle zero; activation, % at 3 µM; in the data active = activation above about 15%;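 also: untransfected CHO-K1 host cells lacking M1 receptor as counterscreen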
# TAAR1 antagonist: human TAAR1 antagonists, primary screen, Fluo-8 calcium fluorescence, CHO RD-HGA16 cells; 1.5% of 360,000 active; inhibition, % at 3 µM; antagonist; Trace amine-associated receptor 1 (Homo sapiens), Q96RJ0; AID 624466, 2012;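 active = inhibition above a per-plate cutoff, the mean inhibition of test compounds on that plate plus 3 SD, cut at about 49% in these data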;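 also: 0% = DMSO plus EC80 beta-PEA response and 100% = DMSO alone without agonist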
#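 Test system: hTAAR1-expressing CHO RD-HGA16 cells, Gα16-coupled; Probe or stimulus: EC80 β-phenethylamine stimulus; Compound dosing: single nominal final test compound concentration of 3 µM; Timing: 140 s kinetic read after compound, 140 s after agonist; Signal: Fluo-8 calcium-sensitive fluorescence; Measure: % inhibition of agonist calcium response; Controls: DMSO and EC80 PEA controls.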
# CHO-K1 Ca PAM: nonselective calcium activators in parental CHO-K1 cells, primary screen, counter-screen for M1 PAM project, cell-based, Fluo-8 calcium fluorescence, full deck, 1536-well. ATP EC20; 0% at ATP EC20, 100% at ATP max. activation, % at 3 µM. 0.02% of 360,000 active. AID 602247, 2012;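 active = activation above the run cutoff, the mean activation of all test compounds plus 3 SD, cut at about 40% in these data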;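 also: peak over basal fluorescence ratio in a 140 s read after ATP addition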
# CHO parental Ca: ATP-evoked calcium signal inhibitors, parental CHO, primary screen, counter-screen for OX1R antagonist project, cell-based, fluorescence, Fluo-8 calcium dye | parental CHO-K1, ATP-induced calcium, Fluo-8 fluorescence | inhibition, % at 5.6 µM | 0.63% of 330,000 active | AID 463079, 2010;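 active = inhibition above that plate's mean sample inhibition plus 3 SD, cut at about 26% in these data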;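 also: 0% = ATP-challenged DMSO wells and 100% = DMSO wells without ATP; some compounds past the cut are filed as inactive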
#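 Test system: parental CHO cells; detection: calcium-sensitive Fluo-8 fluorescence; evaluation: percent inhibition of calcium signal; also added: ATP as calcium-mobilizing challenge; repeats: one well per compound; control set: ATP-challenged DMSO wells low, unchallenged DMSO wells high; compound: single nominal dose of 5.6 µM per compound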
# * hit, by the source's call; . = not tested or not shown. Hits appear at their usual frequency (roughly 4.4% active in at least one column).
Structure,M1 PAM,M1 ag,CHO-K1 Ca antag,CHRM1 antagonist,TAAR1 ag,M1 ag parental,TAAR1 antagonist,CHO-K1 Ca PAM,CHO parental Ca
COC(=O)c1ccc(CNC(=O)/C=C/c2cc([N+](=O)[O-])ccc2OC(F)F)cc1,4,-7,-3,-7,1,0.1,-2,10,-15
Nc1nc(N)c2cc(Sc3cccc(C(F)(F)F)c3)ccc2n1,-5,3,1,6,36,2.2,-5,-8,.
Cc1cc(-c2ccc(C(C)C)c(S(=O)(=O)Nc3cc(C)on3)c2)on1,-2,-4,1,9,0,0.1,-8,-3,-8
COc1ccc(CNC(=O)c2cc3c(C)nc4ccccc4c3o2)c(OC)c1,-19,-5,15,37*,.,7.9,.,2,57*
O=C(O)C1=C[C@H](c2ccc3c(c2)OCO3)C[C@H](OCCCCO)O1,5,-5,-10,0,4,0.3,4,1,-12
Cc1ccc(C2C(C#N)=C(N)N(c3cccnc3)C3=C2C(=O)CCC3)s1 (stereo not given),-11,-1,18,18,5,-0.4,-11,-14,-8
NC(=O)c1c(NC(=O)c2ccncc2)sc2c1CCCCCC2,-3,5,3,5,30,7.1,9,-23,-6
COc1cccc(NC(=O)COC(=O)c2ccc3ccccc3n2)c1,8,0,-2,-3,1,-0.7,-10,7,-20
CCOc1ncnc2c1sc1nc3c(cc12)COC(C)(C)C3,-5,-1,0,5,1,2.4,-8,-1,.
O=C(Nc1ccccc1O)c1cccc(S(=O)(=O)Nc2ccccc2O)c1,0,2,-10,1,9,6.8,28,8,-1
COC(=O)c1ccc(/C=N\NC(=O)c2ccc(C)cc2Cl)cc1,9,-4,-5,-14,11,0.8,-14,6,-20
Cc1sc[n+](CC(=O)c2ccc(Br)cc2)c1C,-2,-5,-8,4,0,0.6,10,3,-9
CN(Cc1ccccc1)C(=O)COC(=O)c1ccc(Br)c(S(=O)(=O)N2CCOCC2)c1,-2,-1,-12,12,13,7.9,2,-17,-6
CCn1c(SCc2ccc(C(=O)OC)o2)nc2sc3c(c2c1=O)CCCC3,-6,-12,-7,1,4,0.6,-8,-7,-7
C=C[C@]1(C)C=C2CC[C@H]3[C@@](C)(CCC[C@@]3(C)C(=O)O)[C@@H]2CC1,10,-1,-9,-17,.,0.0,.,11,8
COc1ccc(C)cc1NC(=O)CNC(C)C(=O)Nc1ccc(C(C)=O)cc1 (stereo not given),3,-3,-12,-5,0,0.8,-7,-1,-18
O=C(Cc1ccccc1[N+](=O)[O-])NCCCN1CCOCC1,11,-8,-15,-16,0,1.3,-17,13,-10
O=C(O)c1nc(N2CCCCC2)ncc1Cl,2,1,-1,-15,13,0.2,3,-2,1
CC(=O)Nc1ccc(S(=O)(=O)N2CCSC2c2ccco2)cc1 (stereo not given),-2,-3,-6,12,1,2.4,-20,-3,-1
COc1ccc(Nc2cc(C(=O)NCCCN3CCOCC3)c3ccccc3n2)c(OC)c1,6,-3,-21,-6,7,2.4,14,14,-6
CC(=O)c1sc(NS(=O)(=O)c2ccc(C)cc2)nc1C,6,-3,7,-2,8,0.6,9,-6,-8
CCCCn1c(Oc2ccc(C(=O)OC)cc2)nc2c1c(=O)n(C)c(=O)n2C,11,1,-18,-21,2,-0.1,-17,11,-10
Cc1cc(C(=O)Nc2ccc3c(c2)OCO3)cs1,3,-4,-8,-5,.,-0.9,.,3,-8
Cc1cc(C(=O)NNC(=O)c2ccc(C)c([N+](=O)[O-])c2)c(C)o1,2,-3,-6,-5,0,0.5,-27,11,.
CCc1ccc(C(=O)COC(=O)CNC(=O)CNC(=O)Cc2ccccc2)cc1,3,-5,5,-4,15,-0.1,-13,3,-15
COC(=O)Nc1sc2c(c1C(N)=O)CCCCCC2,5,-4,-8,-3,4,0.5,-2,17,6
Cc1ccc2c3c(cccc13)-c1ccccc1C2=O,1,-8,-10,-2,2,1.0,11,12,-19
CCn1c(SCC(=O)C(C)(C)C)nnc1-c1cnccn1,9,-4,1,-4,10,-0.3,-5,-7,-12
CN1CCN(S(=O)(=O)c2cccc(C(=O)Oc3ccccc3Cl)c2)CC1,-5,-2,-18,13,2,3.5,-27,-11,-12
Cc1ncc(CO)c2cc(-c3nnc(Nc4ccc5c(c4)OCO5)s3)c(=O)oc12,3,-2,-11,-8,5,0.5,-3,4,-13

# In another format: two of the compounds above
Cc1cc(C(=O)Nc2ccc3c(c2)OCO3)cs1
  M1 PAM: 3; M1 ag: -4; CHO-K1 Ca antag: -8; CHRM1 antagonist: -5; TAAR1 ag: .; M1 ag parental: -0.9; TAAR1 antagonist: .; CHO-K1 Ca PAM: 3; CHO parental Ca: -8
CCn1c(SCC(=O)C(C)(C)C)nnc1-c1cnccn1
  M1 PAM: 9; M1 ag: -4; CHO-K1 Ca antag: 1; CHRM1 antagonist: -4; TAAR1 ag: 10; M1 ag parental: -0.3; TAAR1 antagonist: -5; CHO-K1 Ca PAM: -7; CHO parental Ca: -12

# Next results
Structure,M1 PAM,M1 ag,CHO-K1 Ca antag,CHRM1 antagonist,TAAR1 ag,M1 ag parental,TAAR1 antagonist,CHO-K1 Ca PAM,CHO parental Ca
O=C(N/N=C1\CCS(=O)(=O)c2ccc(F)cc21)c1ccc([N+](=O)[O-])cc1,6,-2,-8,-9,5,9.3,3,18,3
O=C(NCc1cccs1)c1ccc(Cl)s1,1,-7,-17,2,1,1.2,6,25,0
CCn1c(SCC(=O)Nc2ccc(C(C)=O)cc2)nc2nc3c(cc2c1=O)COC(C)(C)C3,1,-1,-6,-3,0,0.2,-12,-2,-11
CC(=O)Oc1ccccc1C(=O)Nc1ccccc1C(=O)N1CCCC1,19,2,0,-11,2,-0.3,-24,-7,-21
CCCCNC(=S)N(C)/N=C/c1ccccc1F,-13,-12,-1,20,1,0.3,-2,22,-15
CCN(CC(=O)Nc1ccc(NC(C)=O)cc1)C(=O)c1c(C)nn(-c2ccc(F)cc2)c1Cl,-12,-3,-7,30,15,4.4,54*,-10,-21
COC(=O)c1ccc(Cn2nc([N+](=O)[O-])c(Br)c2C)cc1,-8,-6,0,16,5,2.5,-21,19,-7
CC(C)CNC(=O)CSc1ccc(Cl)cc1,-2,-4,-13,-1,7,0.2,-10,-1,-7
O=C(CSc1ccccn1)Nc1cccc(NC(=O)CSc2ccccn2)n1,3,-5,-3,-17,31,4.4,60*,2,0
Cc1ccc(C2C(C#N)=C(N)SC(N)=C2C#N)c(C)c1,-3,20*,16,12,.,12,.,-4,-11
O=C(CSc1ncn[nH]1)c1ccc2c(c1)OCCO2,-1,-4,-1,1,10,-0.5,-6,10,-8
CS(=O)(=O)N1CCSC1c1ccc(Br)cc1 (stereo not given),-1,-4,-16,8,-1,1.6,-15,-3,0
COCC(=O)NCc1ccc2c(c1)OCO2,0,-4,11,6,6,-0.3,8,-7,-1
Cc1cc(C)c(S(=O)(=O)n2cc(C(C)C(N)C(=O)O)c3ccccc32)c(C)c1 (stereo not given),4,-3,-22,1,3,0.4,11,12,-5
CC(C)CCNC(=O)c1ccc2c(c1)N(Cc1ccccc1)C(=O)CS2=O (stereo not given),8,-7,-3,-7,-1,-0.3,3,3,-20

# Shown as labelled records: 4 of the compounds above.
mol: CC(C)CNC(=O)CSc1ccc(Cl)cc1
  M1 PAM: -2	M1 ag: -4	CHO-K1 Ca antag: -13	CHRM1 antagonist: -1	TAAR1 ag: 7	M1 ag parental: 0.2	TAAR1 antagonist: -10	CHO-K1 Ca PAM: -1	CHO parental Ca: -7

mol: O=C(CSc1ccccn1)Nc1cccc(NC(=O)CSc2ccccn2)n1
  M1 PAM: 3	M1 ag: -5	CHO-K1 Ca antag: -3	CHRM1 antagonist: -17	TAAR1 ag: 31	M1 ag parental: 4.4	TAAR1 antagonist: 60*	CHO-K1 Ca PAM: 2	CHO parental Ca: 0

mol: O=C(NCc1cccs1)c1ccc(Cl)s1
  M1 PAM: 1	M1 ag: -7	CHO-K1 Ca antag: -17	CHRM1 antagonist: 2	TAAR1 ag: 1	M1 ag parental: 1.2	TAAR1 antagonist: 6	CHO-K1 Ca PAM: 25	CHO parental Ca: 0

mol: CC(=O)Oc1ccccc1C(=O)Nc1ccccc1C(=O)N1CCCC1
  M1 PAM: 19	M1 ag: 2	CHO-K1 Ca antag: 0	CHRM1 antagonist: -11	TAAR1 ag: 2	M1 ag parental: -0.3	TAAR1 antagonist: -24	CHO-K1 Ca PAM: -7	CHO parental Ca: -21

# Continuation:
Structure,M1 PAM,M1 ag,CHO-K1 Ca antag,CHRM1 antagonist,TAAR1 ag,M1 ag parental,TAAR1 antagonist,CHO-K1 Ca PAM,CHO parental Ca
COc1ccc(OC)c(C(=O)c2coc3ccc(O)cc23)c1,1,-3,2,2,16,0.9,9,-1,-18
COc1ccccc1NC(=O)c1ccc2c(c1)C(=O)N(Cc1ccco1)C2=O,10,0,-1,-19,1,0.5,-11,14,.
O=C(N=C1SC2CS(=O)(=O)CC2N1c1ccc(OC(F)(F)F)cc1)C1CC1 (stereo not given),14,0,-9,-14,4,0.4,-21,6,-15
CC(C)Oc1ccc(C(=O)OCC(=O)NC(=O)NC2CCCC2)cc1,7,-7,-13,-9,5,-0.8,-12,-16,-22
Cc1ccc(C(=O)CSc2nc(-c3ccccc3)ccc2C#N)cc1,8,-6,-5,-5,0,1.1,0,12,6
CC1CCCN(S(=O)(=O)c2ccc(NC(=O)c3cccc(-n4cnnn4)c3)cc2)C1 (stereo not given),-6,-2,-2,11,21,3.9,-1,8,-17
Cc1ccc(C(C)NC(=O)c2ccco2)cc1 (stereo not given),1,-3,21,-1,3,-0.5,1,-9,3
COc1ccc(NC(=O)COc2ccc(-c3ccccc3)cc2)cc1,0,-2,-13,1,4,0.3,-21,-12,2
Cc1ccc2c(c1)cc1c(=O)n(CC(=O)NCCCc3ccccc3)nc(C)n12,-4,-1,-10,17,2,5.3,-15,13,-11
CCOC(=O)c1c(/N=C/C2C(=O)CCCC2=O)sc2c1CCCC2,13,-9,-8,-3,12,0.0,-5,3,-11

# From PubChem BioAssay
